PREPL inhibitor: PREPL enzyme inhibitors, primary screen, biochemical, fluorescence polarization | AID 2751, 2010 | actives 0.68% (n = 320,000) | Prolyl endopeptidase-like (Homo sapiens), Q4J6C6 | recombinant PREPL, fluorescence polarization activity-based probe | inhibition, % at 5.96 µM; in the data active means inhibition above about 43%;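 further: 0% = enzyme with DMSO and 100% = wells lacking enzyme; many of its hits are not listed in these tables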
LYPLA1 counter: LYPLA1 inhibitors, primary screen, counter-screen for PME1 inhibitor project, biochemical, fluorescence polarization, FP-Rh probe ABPP; Acyl-protein thioesterase 1 (Homo sapiens), O75608; recombinant LYPLA1; inhibition, % at 5.9 µM; actives 0.16% (n = 320,000); AID 2174, 2009;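 active means inhibition above the mean of all tested compounds plus 3 SD, set per campaign, cut at about 14% in these data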;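 further: inhibitors block serine hydrolase probe labeling of LYPLA1 so polarization falls; 0% = enzyme with DMSO and 100% = wells lacking LYPLA1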
Target sequence (O75608 whole entry, looked up): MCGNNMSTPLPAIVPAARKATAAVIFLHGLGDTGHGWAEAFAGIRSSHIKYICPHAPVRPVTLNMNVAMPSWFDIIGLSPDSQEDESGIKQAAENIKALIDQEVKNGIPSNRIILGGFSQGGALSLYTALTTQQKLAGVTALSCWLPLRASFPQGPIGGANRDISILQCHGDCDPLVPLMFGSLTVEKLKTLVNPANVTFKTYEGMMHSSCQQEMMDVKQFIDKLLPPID
GSTO1 inh: inhibitors of recombinant GSTO1, primary screen, counter-screen for RBBP9 inhibitor project, biochemical, fluorescence polarization. activity-based probe fluorescence polarization. actives 1.1% (n = 300,000). Glutathione S-transferase omega-1 (Homo sapiens), P78417. inhibition, % at 5.96 µM;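 active means inhibition above the campaign mean inhibition plus 3 SD, cut at about 35% in these data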;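 further: 0% = GSTO1-1 with DMSO and 100% = wells lacking GSTO1-1 enzyme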
Target sequence (P78417 whole entry, looked up): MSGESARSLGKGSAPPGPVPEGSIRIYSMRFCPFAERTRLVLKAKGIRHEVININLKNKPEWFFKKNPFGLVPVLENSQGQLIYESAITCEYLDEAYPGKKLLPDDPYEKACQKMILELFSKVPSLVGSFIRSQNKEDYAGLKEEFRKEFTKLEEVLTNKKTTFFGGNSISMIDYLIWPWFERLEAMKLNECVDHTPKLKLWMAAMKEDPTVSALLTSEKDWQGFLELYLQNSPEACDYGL
ZTA DNA inh: blocks Epstein-Barr virus ZTA, an EBNA-1 counter-screen. ZTA-DNA binding, fluorescence polarization. P03206. AID 2234. actives 0.15% (n = 320,000). inhibition, % at 11 µM; in the data active means inhibition above about 33%
Target sequence (P03206 whole entry, looked up): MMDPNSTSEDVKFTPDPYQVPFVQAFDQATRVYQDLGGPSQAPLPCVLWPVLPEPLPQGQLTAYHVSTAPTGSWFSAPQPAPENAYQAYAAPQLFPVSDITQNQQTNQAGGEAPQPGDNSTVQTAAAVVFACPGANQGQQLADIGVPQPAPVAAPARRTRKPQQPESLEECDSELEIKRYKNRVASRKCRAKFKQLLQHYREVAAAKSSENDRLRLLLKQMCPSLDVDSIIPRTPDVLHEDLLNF
LYPLA2 counter: LYPLA2 inhibitors, primary screen, counter-screen for PME1 inhibitor project, biochemical, fluorescence polarization, FP-Rh probe ABPP; Acyl-protein thioesterase 2 (Homo sapiens), O95372; recombinant LYPLA2; inhibition, % at 5.9 µM; actives 0.38% (n = 320,000); AID 2177, 2009;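 active means inhibition above the screen-wide mean plus 3 SD, limit set per campaign, cut at about 26% in these data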;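 further: 0% = LYPLA2 with DMSO and 100% = wells lacking LYPLA2 enzyme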
Target sequence (O95372 whole entry, looked up): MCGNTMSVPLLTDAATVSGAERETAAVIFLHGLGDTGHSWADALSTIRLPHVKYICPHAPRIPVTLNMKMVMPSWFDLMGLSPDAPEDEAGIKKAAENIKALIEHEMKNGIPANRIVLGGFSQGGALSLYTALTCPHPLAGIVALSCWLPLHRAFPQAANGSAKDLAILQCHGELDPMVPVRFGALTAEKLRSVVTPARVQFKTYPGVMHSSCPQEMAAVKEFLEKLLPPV
PAFAH2 inh: PAFAH2 enzyme inhibitors, primary screen, biochemical, fluorescence polarization, human. Platelet-activating factor acetylhydrolase 2, cytoplasmic (Homo sapiens), Q99487. recombinant PAFAH2, FP-rhodamine activity probe. inhibition, % at 3.39 µM. actives 0.99% (n = 340,000);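 active means inhibition above the mean over all tested compounds plus 3 SD, cut at about 30% in these data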;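 further: inhibitors block probe labeling of enzyme so polarization drops; 0% = enzyme with DMSO and 100% = wells lacking PAFAH2 protein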
PAD4 inh: human PAD4 inhibitors, primary screen, biochemical, fluorescence polarization, 1536-well format; AID 485272, 2010; actives 0.41% (n = 330,000); Protein-arginine deiminase type-4 (Homo sapiens), Q9UM07; inhibition, % at 6.36 µM; recombinant PAD4, RCA probe fluorescence polarization;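 active means percent inhibition above a cutoff equal to the mean of all tested compounds plus 3 SD, cut at about 15% in these data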;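 further: 0% = PAD4 with RCA probe and DMSO and 100% = probe without PAD4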
PAFAH1B3 FP inh: PAFAH1B3 enzyme inhibitors, primary screen, biochemical, fluorescence polarization, human. inhibition, % at 3.39 µM. Platelet-activating factor acetylhydrolase IB subunit alpha1 (Homo sapiens), Q15102. actives 0.28% (n = 340,000). recombinant PAFAH1B3, FP-rhodamine probe;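 active means inhibition above the screen-wide average of all tested compounds plus 3 SD, cut at about 25% in these data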;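 further: 0% = enzyme with DMSO only and 100% = wells lacking PAFAH1B3 protein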
EBNA-1 inh: EBNA-1 DNA-binding inhibitors, primary screen, biochemical, fluorescence polarization; inhibition, % at 14.8 µM; actives 0.34% (n = 300,000); AID 1950, 2009; in the data active means inhibition above about 28%
Active calls of the source: *; x = not tested or not shown. These rows are one share of the data; rates above refer to the full screens.

Values run as follows: PREPL inhibitor | LYPLA1 counter | GSTO1 inh | ZTA DNA inh | LYPLA2 counter | PAFAH2 inh | PAD4 inh | PAFAH1B3 FP inh | EBNA-1 inh
1: Cc1cc(=O)oc2cc(OCC(=O)Nc3ccc(N4CCC(C)CC4)cc3)ccc12
 : 18 | 0 | 11 | -4 | 4 | -2 | -1 | 2 | 6
2: O=C(Nc1cc(S(=O)(=O)N2CCOCC2)ccc1N1CCOCC1)c1ccccc1Cl
 : 15 | x | x | x | x | 7 | 6 | 8 | x
3: c1ccc(SCc2cn(C[C@H]3CC[C@@H]([C@@H]4CC[C@H](Cn5cc(CSc6ccccc6)nn5)O4)O3)nn2)cc1
 : 25 | 2 | 0 | 6 | 2 | -1 | 5 | -7 | -5
4: CCn1c(SCC(=O)Nc2oc(-c3ccccc3)c(-c3ccccc3)c2C#N)nnc1-c1ccncc1
 : 2 | -3 | -15 | 6 | 5 | 9 | 2 | 1 | -9
5: COc1cc2cc(C)c(SCC(=O)N3CCOCC3)nc2cc1OC
 : 13 | -3 | 4 | -8 | -5 | 5 | 0 | 4 | 1
6: CNc1ccc(Cl)nn1
 : 7 | -1 | 0 | -5 | -4 | 1 | 1 | 5 | 5
7: O=C(CN1CCN(S(=O)(=O)N2CCCCCC2)CC1)Nc1ccc(Br)cc1
 : 7 | -2 | -1 | -3 | 7 | -2 | -3 | 4 | 11
8: Cc1ccc(NC(=O)CCCn2c(=S)[nH]c3ccsc3c2=O)cc1C
 : -4 | -1 | 30 | 13 | 9 | 3 | 3 | 3 | 9
9: CNC(=O)c1ccc(NC(=O)Cc2ccc(S(=O)(=O)N3CCOCC3)s2)cc1
 : -3 | 0 | 5 | -11 | 3 | -2 | 3 | 7 | -4
10: CN1CCN(C(=O)/C(=C/c2cn(S(=O)(=O)N(C)C)c3ccccc23)NC(=O)c2ccccc2Cl)CC1
 : 10 | -5 | 7 | 4 | -6 | 3 | 0 | 2 | -11
11: C=CCn1c(SCc2nnc(-c3ccccc3)o2)nnc1C(O)c1ccccc1 (stereo not drawn)
 : 18 | 2 | 6 | 0 | 4 | -1 | -1 | 4 | -2
12: COc1ccc(C(=O)NNC(=O)C2CCN(S(=O)(=O)c3ccc(C)cc3)CC2)cc1
 : 12 | -2 | -3 | 1 | 2 | -3 | -7 | 1 | -16
13: O=S(=O)(c1ccc(Br)cc1)N1CCN(c2ccc3nnc(-c4ccccc4)n3n2)CC1
 : 8 | -1 | -1 | -16 | 4 | -3 | -2 | 0 | 2
14: COc1cc(C(=O)Nc2ccc(F)cc2Cl)ccc1OCC(=O)N1CCOCC1
 : 12 | 0 | -10 | -9 | 0 | -2 | -3 | 12 | -4
15: COc1cccc(-c2cc(C(=O)Nc3cnn(Cc4ccccc4C)c3)no2)c1
 : -12 | -6 | -3 | 12 | 4 | -3 | 1 | 10 | 26
16: CC(C)Oc1ccc(S(=O)(=O)N2CCCCC2)cc1NC(=O)C1CCCC1
 : 18 | -2 | x | 0 | -2 | 7 | -2 | 2 | x
17: COc1ccc(NS(=O)(=O)c2c(C)cc(C)cc2C)cc1
 : -18 | -1 | 0 | 2 | -1 | 12 | 1 | 2 | 2
18: O=P(O)(COc1ccccc1)COc1ccccc1
 : 8 | 5 | 2 | -9 | 15 | 3 | 1 | 10 | -11
19: Cc1ccc(F)c(NC=C2C(=O)OC(C)(C)OC2=O)c1
 : 1 | 0 | -4 | -7 | 1 | -1 | -1 | -3 | -5
20: CCOC(=O)c1c(C)[nH]c(C)c1C(=O)CSc1nc2ccccc2[nH]1
 : 9 | 1 | 0 | -2 | 6 | 3 | -1 | 4 | 3

Another view of part of the listing above:
| # | structure | PREPL inhibitor | LYPLA1 counter | GSTO1 inh | ZTA DNA inh | LYPLA2 counter | PAFAH2 inh | PAD4 inh | PAFAH1B3 FP inh | EBNA-1 inh |
| --- | --- | --- | --- | --- | --- | --- | --- | --- | --- | --- |
| 1 | Cc1cc(=O)oc2cc(OCC(=O)Nc3ccc(N4CCC(C)CC4)cc3)ccc12 | 18 | 0 | 11 | -4 | 4 | -2 | -1 | 2 | 6 |
| 2 | O=C(Nc1cc(S(=O)(=O)N2CCOCC2)ccc1N1CCOCC1)c1ccccc1Cl | 15 | x | x | x | x | 7 | 6 | 8 | x |
| 3 | c1ccc(SCc2cn(C[C@H]3CC[C@@H]([C@@H]4CC[C@H](Cn5cc(CSc6ccccc6)nn5)O4)O3)nn2)cc1 | 25 | 2 | 0 | 6 | 2 | -1 | 5 | -7 | -5 |
| 4 | CCn1c(SCC(=O)Nc2oc(-c3ccccc3)c(-c3ccccc3)c2C#N)nnc1-c1ccncc1 | 2 | -3 | -15 | 6 | 5 | 9 | 2 | 1 | -9 |
| 5 | COc1cc2cc(C)c(SCC(=O)N3CCOCC3)nc2cc1OC | 13 | -3 | 4 | -8 | -5 | 5 | 0 | 4 | 1 |
| 6 | CNc1ccc(Cl)nn1 | 7 | -1 | 0 | -5 | -4 | 1 | 1 | 5 | 5 |
| 7 | O=C(CN1CCN(S(=O)(=O)N2CCCCCC2)CC1)Nc1ccc(Br)cc1 | 7 | -2 | -1 | -3 | 7 | -2 | -3 | 4 | 11 |
| 8 | Cc1ccc(NC(=O)CCCn2c(=S)[nH]c3ccsc3c2=O)cc1C | -4 | -1 | 30 | 13 | 9 | 3 | 3 | 3 | 9 |
| 9 | CNC(=O)c1ccc(NC(=O)Cc2ccc(S(=O)(=O)N3CCOCC3)s2)cc1 | -3 | 0 | 5 | -11 | 3 | -2 | 3 | 7 | -4 |
| 10 | CN1CCN(C(=O)/C(=C/c2cn(S(=O)(=O)N(C)C)c3ccccc23)NC(=O)c2ccccc2Cl)CC1 | 10 | -5 | 7 | 4 | -6 | 3 | 0 | 2 | -11 |

(continued)
Values run as follows: PREPL inhibitor | LYPLA1 counter | GSTO1 inh | ZTA DNA inh | LYPLA2 counter | PAFAH2 inh | PAD4 inh | PAFAH1B3 FP inh | EBNA-1 inh
21: O=c1c2cc(Br)ccc2nc(-c2ccc([N+](=O)[O-])cc2)n1O
 : 10 | -3 | 0 | -6 | -5 | 2 | -4 | 4 | -8
22: COCCn1c(N)c(N(Cc2ccccc2)C(=O)C2CCCC2)c(=O)[nH]c1=O
 : 12 | 2 | -9 | -8 | 1 | 7 | -4 | 3 | -12
23: S=C(Nc1ccc(Cl)cc1Cl)N1CCOCC1
 : -6 | -2 | 7 | -1 | 1 | -12 | -4 | 7 | 2
24: Cc1ccc(C(=O)CCCn2nnc(-c3cccnc3)n2)cc1C
 : -8 | -1 | 0 | -1 | 3 | 7 | -3 | 4 | 6
25: Cc1nn(CCc2n[nH]c(=S)n2-c2ccc(F)c(Cl)c2)c(C)c1[N+](=O)[O-]
 : 3 | -2 | 6 | 9 | 0 | -3 | 2 | -2 | -3
26: Cc1cccc(-c2noc(CNC(=O)COc3ccccc3C)n2)c1
 : -40 | -3 | -1 | 4 | -3 | -6 | -4 | -2 | 1
27: Cc1cc(CSc2nc(C)cc(=O)[nH]2)c2ncccc2c1
 : -2 | -1 | 3 | 1 | 1 | 0 | 0 | 12 | -2
28: COc1ccc(NC(=O)CSc2nc(=O)n(CCN3CCOCC3)c3c2CCCC3)c(OC)c1
 : 5 | -1 | -2 | -2 | -2 | -1 | 0 | -3 | 1
29: CN(C)CCCn1c(=O)n(CCc2ccccc2)c(=O)c2c3c(sc21)CCCCC3
 : 21 | 0 | -9 | 5 | -5 | 5 | 0 | 0 | -11
30: Cn1c(=O)oc2cc(S(=O)(=O)NCCCN3CCCC3=O)ccc21
 : 12 | -1 | 1 | 2 | 1 | 3 | -3 | -5 | 3
31: O=C(Nc1cccc2[nH]ncc12)NS(=O)(=O)c1ccccc1
 : 15 | 2 | 1 | -7 | 5 | 6 | 8 | 5 | -14
32: CN(CC(=O)NCc1ccccc1)S(=O)(=O)c1cnc[nH]1
 : 4 | -1 | 9 | 11 | -3 | -4 | 2 | -3 | 6
33: CCC(NS(=O)(=O)c1ccc(OC)cc1)C(=O)O (stereo not drawn)
 : 3 | 2 | -3 | -14 | -3 | -3 | -1 | 4 | -2
34: COC(=O)CN1C(=O)C2(C(C#N)=C(N)Oc3c2c(C)nn3-c2ccccc2)c2ccccc21 (stereo not drawn)
 : -4 | -4 | 42* | 6 | -2 | -4 | -3 | -15 | 4
35: Cc1nc2sc(C(c3ccco3)N3CCc4ccccc4C3)c(O)n2n1 (stereo not drawn)
 : 22 | -1 | 9 | -13 | 4 | 2 | 3 | 2 | 4
36: CCOC(=O)c1sc2nc(SC)nc(-c3ccc(Cl)cc3)c2c1N
 : 3 | -1 | 0 | -1 | 0 | 5 | -6 | 2 | -16
37: Cc1nc2ccccn2c1C(=O)N/N=C/c1ccc([N+](=O)[O-])o1
 : 18 | 2 | 31 | 7 | -1 | 23 | -2 | 18 | -7
38: CCCCC(=O)Nc1ccc(NC(=O)C2CC2)cn1
 : -7 | -1 | -3 | -9 | -8 | -12 | 2 | -1 | -6
39: Cc1cc2c(c(=O)o1)C(C1C=CCCC1)C(C#N)=C(N)O2 (stereo not drawn)
 : -3 | 4 | 1 | -5 | 1 | -7 | 2 | 5 | 3
40: CC(C)CC(=O)Nc1cc2c3c(c1)CCN3C(=O)CC2
 : -4 | 5 | 4 | -1 | 2 | 2 | 1 | 6 | 6
41: O=c1cc(-c2ccccc2Cl)oc2c(NS(=O)(=O)c3cccc4nsnc34)ccc(O)c12
 : -8 | -3 | 1 | 6 | -9 | 3 | -4 | -1 | 3
42: Nc1ccc(O)c(C(=O)O)c1
 : -2 | 7 | 76* | -3 | 5 | x | 16* | x | -1
43: CC(=O)Nc1ccc(/C(C)=N/Nc2nc(Nc3cccc4ccccc34)nc(N3CCOCC3)n2)cc1
 : -2 | -8 | -5 | 4 | -9 | -14 | -2 | 6 | 0
44: CCn1c(C)cc(/C=C2/NC(=O)N(c3ccccc3)C2=O)c1C
 : 7 | 0 | 0 | -20 | 0 | 9 | 3 | 5 | -3
45: CN(C)S(=O)(=O)c1ccc(S(=O)(=O)N2CCCC(C(=O)NC3CC3)C2)cc1 (stereo not drawn)
 : -3 | -3 | 1 | 4 | 5 | -1 | 0 | -1 | -19
46: O=C(N/N=C1/CCc2ccccc21)C1CC1
 : -10 | 0 | -10 | 15 | 1 | 8 | 0 | 7 | 5
47: COc1ccc(CN2CC(C(=O)NCCN3CCOCC3)CC2=O)cc1 (stereo not drawn)
 : 5 | -4 | -7 | 6 | 6 | 13 | -8 | -2 | 0
48: CC(=O)c1ccc(NC2OC(CO)C(O)C(O)C2O)cc1 (stereo not drawn)
 : -5 | -3 | -1 | -4 | -4 | 4 | 2 | 7 | -2
49: CC[n+]1c(/C=C(\C)Nc2ccccc2)sc2ccccc21
 : 0 | 1 | 16 | -8 | 0 | -13 | 3 | 9 | 0
50: CC(=O)N1CCN(S(=O)(=O)c2cccc(C(=O)Nc3ccc(OC(F)F)cc3)c2)CC1
 : 7 | 1 | -7 | 8 | 2 | 9 | -3 | 7 | -16

Source: PubChem
